POLH inh: inhibitors of human DNA polymerase eta. Q9Y253. Potency, µM (titrated, usually from 114 µM), for the others: top-dose activity change, negative = inhibition, most hits filed as inhibitors. hit rate 1.2% among 390,000. recombinant Pol eta, fluorescent DNA replication assay; also: potency is read from the fitted curve at half-maximal effect; % is scaled to controls: 0 for no effect and ±100 for the full control effect
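Fluorescent replication assay: 50 nM final substrate added after a 15 min room-temperature compound preincubation with 10 nM enzyme. Signal taken at 0 min and again at 10 min.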
RGS4 inh: human RGS4 inhibition; P49798; hit rate 0.039% among 390,000; Transcreener GDP fluorescence polarization, RGS4-accelerated GTP hydrolysis; Potency, µM (doses to about 114 µM), inactives show at the highest dose activity change, negative = inhibition, most hits filed as inhibitors; also: potency is read from the fitted curve at half-maximal effect; % is scaled to controls: 0 for no effect and ±100 for the full control effect; nearly all actives have a fitted effect of over 75% in size; some results filed as inactive show a strong effect at the top dose
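MLSMR compounds (23 nl, pin-transferred) preincubated 10 min at room temperature with a 500nM (2x) first reagent, then RGS4 at 900nM (2x) plus Transcreener GDP mix added; fluorescence polarization (620/688 nm) read before and after 90 min at 30 °C.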
Apoferritin bind: candidate novel general anesthetic via apoferritin binding; apoferritin/1-aminoanthracene competitive binding, fluorescence; Potency, µM (titrated, usually from 77.5 µM), without a hit: top-dose activity change, negative = displacement, hits mostly inhibitors; AID 485281; hit rate 0.074% among 350,000; P02791; also: potency is read from the fitted curve at half-maximal effect; % is scaled to controls: 0 for no effect and ±100 for the full control effect; nearly all actives have a fitted effect of over 20% in size
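Concentration-response curves derived by four-parameter Hill fitting of normalized fluorescence, where compounds displaced 1-AMA from 10 uM horse apoferritin following a brief 10 min room-temperature incubation; propofol titration acted as positive control.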
LDHA block: blocks human lactate dehydrogenase A; P00338; purified LDHA, NADH/diaphorase-resazurin fluorescence; stronger effect = lower value; activity change, % (values are at about 110 or 230 µM); hit rate 0.15% among 480,000; in the data active = activity change below about -30%; inconclusive = mostly about -25% to -30%;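 also: plate controls were DMSO wells for no effect and wells without enzyme for full effect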
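LDH5 2 nM; NADH 0.06 mM, pyruvate 0.2 mM; 200 mM Tris pH 7.4, EDTA, Tween-20; 5 min RT. Detection: diaphorase 0.133 mg/mL + resazurin 37 µM, fluorescence ex540/em590 at 0 and 20 min; normalized to enzyme-free and DMSO wells.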
APEX1 inh: inhibitors of human APE1 endonuclease; Potency, µM (top dose mostly 65.8 µM), for inactives: at the top dose activity change, negative = inhibition, actives largely listed as inhibitors; P27695; hit rate 0.35% among 350,000; recombinant APE1, TAMRA/BHQ-2 abasic DNA cleavage fluorescence;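 also: potency is read from the fitted curve at half-maximal effect; plate controls were vehicle for no effect and reference inhibitor for full effect; nearly all actives have a fitted effect of over 55% in size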
Target sequence (P27695 whole entry, looked up): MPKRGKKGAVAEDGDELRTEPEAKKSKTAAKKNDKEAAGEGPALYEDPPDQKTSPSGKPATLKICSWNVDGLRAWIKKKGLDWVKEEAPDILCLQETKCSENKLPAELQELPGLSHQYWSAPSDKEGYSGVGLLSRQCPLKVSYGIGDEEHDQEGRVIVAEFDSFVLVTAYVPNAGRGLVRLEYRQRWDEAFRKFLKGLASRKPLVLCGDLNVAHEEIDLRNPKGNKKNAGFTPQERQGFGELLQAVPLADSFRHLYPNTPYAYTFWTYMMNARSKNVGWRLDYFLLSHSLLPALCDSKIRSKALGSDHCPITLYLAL
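Kinetic fluorescence read (525 ex/598 em nm, three reads 60 s apart) of AP-site incision; signal = third minus first read. Enzyme 0.75 nM, dual-labelled THF duplex 50 nM, compound preincubation 15 min RT.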
ALOX12 inh: blocks human arachidonate 12S-lipoxygenase; P18054; purified 12hLO, xylenol orange hydroperoxide absorbance; Potency, µM (top dose mostly 108 µM), for inactives: top-dose activity change, negative = inhibition, most hits filed as inhibitors; hit rate 1.1% among 580,000; also: potency is read from the fitted curve at half-maximal effect; % is scaled to controls: 0 for no effect and ±100 for the full control effect
Target sequence (P18054 whole entry, looked up): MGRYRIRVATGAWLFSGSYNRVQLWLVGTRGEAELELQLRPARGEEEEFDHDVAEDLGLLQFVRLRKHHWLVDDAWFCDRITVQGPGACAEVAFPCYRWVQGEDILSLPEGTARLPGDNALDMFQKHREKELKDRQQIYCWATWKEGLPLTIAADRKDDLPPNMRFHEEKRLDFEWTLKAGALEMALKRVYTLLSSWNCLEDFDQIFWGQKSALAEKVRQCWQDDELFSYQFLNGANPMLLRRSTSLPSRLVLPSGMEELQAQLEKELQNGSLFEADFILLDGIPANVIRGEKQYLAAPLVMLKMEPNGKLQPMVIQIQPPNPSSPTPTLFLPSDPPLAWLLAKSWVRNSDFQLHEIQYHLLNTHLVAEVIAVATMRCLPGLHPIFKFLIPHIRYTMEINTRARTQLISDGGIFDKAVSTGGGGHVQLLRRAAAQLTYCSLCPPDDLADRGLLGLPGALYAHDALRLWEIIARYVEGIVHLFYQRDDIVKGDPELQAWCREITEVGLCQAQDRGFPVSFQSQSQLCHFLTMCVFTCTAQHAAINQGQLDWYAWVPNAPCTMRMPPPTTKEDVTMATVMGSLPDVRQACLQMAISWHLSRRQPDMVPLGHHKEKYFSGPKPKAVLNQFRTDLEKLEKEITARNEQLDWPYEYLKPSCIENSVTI
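Purified human 12hLO at 150 nM in 25 mM Hepes, 0.01% Triton X-100, pH 7.0, preincubated 15 min at room temperature with compound. Reaction started with 40 uM arachidonic acid, 30 min at room temperature. Hydroperoxide measured by Fe-xylenol orange, 573/405 nm absorbance ratio.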
POLB inh: inhibitors of human DNA polymerase beta. P06746. Pol beta primer extension/strand displacement, fluorescence kinetic. Potency, µM (titrated, usually from 114 µM), for the others: top-dose activity change, negative = inhibition, most hits filed as inhibitors. hit rate 1.3% among 340,000; also: potency is read from the fitted curve at half-maximal effect; % is scaled to controls: 0 for no effect and ±100 for the full control effect
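Kinetic readout of DNA synthesis with strand displacement by Pol beta. Compound and 10 nM enzyme sit 15 min at room temperature; 50 nM substrate starts the reaction, read immediately and at 10 min.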
ERG-DNA inh: inhibitors of human ERG Ets domain-DNA interaction. AID 624246. fluorescence polarization, His-ERG Ets domain / labelled DNA. Potency, µM (titrated, usually from 76.9 µM), for the others: at the highest dose FP activity, negative = inhibition, hits mostly inhibitors. P11308. hit rate 0.028% among 370,000; active = well fitted inhibition curve with a large enough effect in the polarisation, with a control signal flat; inconclusive = small, poorly fitted or top-dose-only effect, or effect the other way, or a change in a side signal; inactive = no such curve, though single readings can be large or run the other way; the % refers to the polarisation;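 also: polarization taken with two DNA probes labelled with fluorescein and Texas red; potency is read from the fitted curve at half-maximal effect; % of control where 0% means no effect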
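His-tagged ERG Ets domain (1 uM in the protein solution; 300mM KCl, 50mM Tris-HCl, 1mM EDTA, 1mM DTT, pH 7.5) received compound, then a probe mix of 5 nM fluorescein-DNA and 100nM Texas-615-DNA. Fluorescence polarization was read for both dyes.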
POLK inh: DNA polymerase kappa (human) inhibition. Q9UBT6. purified Pol kappa, fluorescent DNA synthesis assay, 10 min. Potency, µM (titrated, usually from 107 µM), for the others: at the top dose activity, negative = inhibition, hits mostly inhibitors. hit rate 0.53% among 400,000. AID 588579; also: potency is read from the fitted curve at half-maximal effect; % is scaled to controls: 0 for no effect and ±100 for the full control effect
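Enzyme at 10 nM met test compounds for 15 min at room temperature. Substrate addition (50 nM final) began the reaction, which was monitored by fluorescence at 0 and 10 min.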
* = called active by the depositor; ? = inconclusive; / = not tested or not shown; & = joins results of further samples; [ ] = remark or other dose. Unless noted, calls follow the shape of the dose curve; as a rule, active = well fitted curve in the direction sought with a large enough effect; inconclusive = small, poorly fitted or top-dose-only effect, or another doubt; inactive = no such curve, though single readings can be large; an effect the other way counts as inactive or inconclusive. Not all compounds are listed, so the mix of outcomes need not match the whole.

SMILES	POLH inh	RGS4 inh	Apoferritin bind	LDHA block	APEX1 inh	ALOX12 inh	POLB inh	ERG-DNA inh	POLK inh
CCN(CC)S(=O)(=O)c1cccc(NC(=O)CN2C(=O)NC3(CCOc4ccccc43)C2=O)c1 (stereo not given)	-24%	-18%	/	0	50%	-7%	/	-3%	-9%
Brc1ccc(-c2csc(N3CCC(c4ccccc4)C3)n2)cc1 (stereo not given)	-6%	-2%	-4%	-2	-1%	-6%	17%	-1%	-15%
Cc1ccc(NC(=O)CN(C)C(=O)COc2ncnc3ccc(Br)cc23)cc1	-2%	-17%	/	-2	40%	26%	/	-22%	3%
O=C(NCc1ccccc1)c1cccc2c1C(=O)c1ccc(/C=C/c3ccccc3)cc1S2(=O)=O	0%	11%	/	-18	3%	-27%	/	-4%	-4%
CN(CCc1ccccn1)C(=O)CCc1nnc(CCCc2ccccc2)o1	-5%	-7%	-6%	-7	1%	-8%	?	1%	-20%
CC(Oc1ccccc1)C(=O)Nc1nc(-c2ccncc2)cs1 (stereo not given)	9%	-5%	/	-19	11%	-17%	/	6%	-14%
Fc1ccc(-c2cc(-c3nc(-c4cccc(Cl)c4)no3)[nH]n2)cc1	0%	-1%	1%	-6	/	-13%	-8%	0%	-24%
CCCC(=O)N(CCN1CCOCC1)c1nc2c(F)cc(F)cc2s1	-17%	39%	-9%	-7	1%	-6%	4%	22%	-5%
CCOc1ccccc1CNC(=O)c1cc2oc3ccccc3c2n1C	-14%	-23%	53%[activator]	-8	-5%	1%	5%	-8%	-19%
Cc1ccc(-n2nc(C)c3c(C(=O)Nc4ccccc4C(F)(F)F)cc(C)nc32)cc1	-17%	13%	-5%	-16	/	1%	29%	10%	0%
NC1=NC2(CCN(Cc3ccccc3)CC2)n2c(nc3ccccc32)N1	-7%	5%	-13%	-4	-4%	?	-2%	3%	-2%
Cc1ccc(C(=O)NC(C)c2ccc(-n3ccnc3)cc2)c(C)c1 (stereo not given)	-16%	5%	-10%	0	23%	94%[activator]	-11%	8%	3%
CCOCCCNC(=O)c1cc(Sc2ccc(F)cc2)nc2ccccc12	-15%	7%	-17%	2	8%	2%	21%	/	6%
C[C@H](CO)N1C[C@H](C)[C@@H](CN(C)S(C)(=O)=O)Oc2ccc(NS(=O)(=O)c3ccccc3)cc2C1=O	3%	2%	/	0	-7%	-11%	/	6%	2%
CC(=O)c1cccc(NC(=O)COc2cc(C)on2)c1	-14%	7%	/	-7	23%	-16%	/	0%	-22%
Cc1c(C(=O)N2CCN(c3ncccn3)CC2)oc2c(Cl)cccc12	-20%	4%	/	-3	2%	?	/	-5%	5%
O=C(NCc1ccc(Cl)cc1)C(=O)NCC(c1cccnc1)N1CCN(c2ccc(F)cc2)CC1 (stereo not given)	-19%	-3%	-8%	-2	-4%	-8%	-17%	-9%	-4%
CC(=O)NC1Sc2ccccc2N=C1c1ccccc1 (stereo not given)	2%	?	?	-1	0%	?	-22%	-5%	3%
Fc1ccc(OCc2nn3c(Cn4nnc5ccccc54)nnc3s2)cc1	?	-49%	?	0	2%	-30%	-3%	-4%	-8%
O=C(CC(Nc1ccccc1Cl)C(=O)OCC(=O)c1cccs1)c1ccccc1 (stereo not given)	0%	?	?	0	4%	?	1%	-7%	-10%
Cc1ccc(S(=O)(=O)NCC(=O)OCC(=O)NCc2ccc3c(c2)OCO3)cc1	-6%	13%	/	-7	-14%	-5%	/	-6%	-19%
CC(C)c1ccc(/C=C2\C(=N)N3N=C(CC(=O)N4CCCCC4)SC3=NC2=O)cc1	-3%	12%	-3%	1	-14%	-7%	-33%	4%	?
OCC[C@H]1C[C@@H](O)[C@H](O)[C@]2(OCCc3ccccc32)O1	-5%	-6%	/	-16	8%	3%	/	-4%	-6%
Cn1c(N)c(C(=O)COC(=O)CCCOc2ccc(Cl)cc2Cl)c(=O)n(C)c1=O	-9%	-6%	-11%	0	-1%	-4%	5%	-4%	-22%
CCOC(=O)N1CCN(C(=O)c2ccc(S(=O)(=O)Nc3ccccc3)cc2)CC1	-16%	8%	/	-10	12%	19%	/	1%	-6%
CC(NC(=S)Nc1ccc(F)cc1)C(c1cccs1)N1CCOCC1 (stereo not given)	-9%	-4%	-1%	-7	-5%	-2%	1%	-3%	-8%
CN(Cc1ccccc1NCC(=O)Nc1ccccc1C#N)C1CCCCC1	-18%	-3%	-9%	-2	-3%	4%	-11%	-6%	7%
CCCSc1nc(C)c(CC(=O)OCC)c(=O)[nH]1	-1%	-9%	-13%	-3	-3%	-25%	-23%	0%	0%
CC(=O)Nc1ccc(Nc2nc3ccccc3n3cnnc23)cc1	-19%	15%	4%	-4	-2%	0%	-19%	4%	8%
CCc1ccc2oc(-c3ccc(N)cc3)nc2c1	-28%	-24%	-12%	3	-4%	-22%	-25%	13%	-13%
COC(=O)c1c(NC(=O)CCCC(=O)O)sc2c1CCCCC2	6%	-30%	-11%	-1	-3%	12%	-21%	1%	-23%
Cc1nc(-c2ccccn2)nc(N2CCOCC2)c1Cl	-2%	2%	-10%	-2	12%	67%[activator]	3%	5%	-4%
Cc1cccc(NC(=S)NCc2ccccn2)c1	-7%	-20%	-16%	0	0%	?	19%	-6%	-2%
Cc1cc(C)nc(SCCC(=O)Nc2ccccc2C)n1	-13%	8%	-9%	-9	16%	362%[activator]	?	-1%	3%
O=C1CSC(c2ccncc2)N1Cc1ccccc1 (stereo not given)	-3%	1%	1%	-10	-14%	16%	37%	-6%	-17%
Cc1ccc(C(=O)NCC(c2ccc3c(c2)OCO3)N2CCOCC2)cc1C (stereo not given)	-8%	7%	2%	-2	/	0%	37%	2%	3%[60.1 µM]
O=C(NCC(=O)N(Cc1ccco1)C(C(=O)NC1CCCC1)c1cccnc1)c1cccs1 (stereo not given)	-9%	19%	-8%	-1	3%	5%	1%	-5%	-16%
Cc1ccc(NC(=O)Nc2cccc(C)n2)c(C)c1	-9%	6%[56.9 µM]	2%	-6	-7%	-3%	-26%	-5%	-28%
O=[N+]([O-])c1cccc(/C=N/Nc2nnc(-c3ccccc3)c(-c3ccccc3)n2)c1	-21%	-12%	4%	-4	5%	4%	2%	-11%	-4%
Cc1c(-c2ccccc2)[n+](=O)c(-c2ccco2)c(C)n1[O-]	-5%	-2%	-8%	6&0	-7%	?	7%	-2%	-3%
Cc1noc(NS(=O)(=O)c2ccc(NC(=O)c3cnc4scc(C)n4c3=O)cc2)c1C	-11%	14%	5%	-6	-12%	6%[57.4 µM]	0%	11%	-13%
Cc1ccc(S(=O)(=O)N(C)C)cc1NC(=O)COC(=O)CCC(=O)c1cccs1	-12%	-19%	-11%	0	10%	-4%	23%	12%	1%
COc1ccc(-c2noc(CNC(=O)CCCN3C(=O)[C@H]4CC=CC[C@H]4C3=O)n2)cc1	-16%	-22%[56.9 µM]	-6%	1	71%[activator]	2%	6%	-6%	10%
COc1ccc(CNC(=O)C(C)NC(=O)c2cc3ccccc3o2)cc1 (stereo not given)	-8%	12%	-8%	-6	-3%	1%	6%	10%	-2%
Cc1cc(C)c(C)c(N=Nc2nc3ccccc3n2C)c1C	-26%	-2%	?	-3	2%	?	12%	3%	-2%
O=C1c2ccccc2C(=O)N1C/C=C/c1ccccc1	-13%	20%	1%	-5	-2%	0%	-24%	-8%	3%
O=C(NC1CC1)C1=C[C@H](C2CC2)C[C@H](OCCCCO)O1	-12%	-4%	-2%	1	13%	0%	-1%	12%	6%
CC(=O)c1cc(NC(=O)c2cccc(C(F)(F)F)c2)c(=O)oc1C	-6%	?	-19%	-5	13%	-19%	-13%	9%	-12%
CCOc1cccc(C(=O)Nc2nc(-c3ccc(S(=O)(=O)N4CCOCC4)cc3)cs2)c1	0%	-4%	9%	2&-4	20%	-12%&0%	13%	-5%	1%
CC(=O)OC12CC3CC(C1)C(=NO)C(C3)C2	-20%	2%[11.4 µM]	-3%	-5	0%	0%	8%	-3%	2%
O=C(COC(=O)c1cc[n+]([O-])cc1)NCC12CC3CC(CC(C3)C1)C2	-15%	-1%	?	2	1%	0%	7%	-5%	-21%
Cc1ccc2nc(N3CCN(CCO)CC3)nc(-c3ccccc3)c2c1	-14%	-3%	77%[activator]	0&6	-7%	-14%&-19%	-4%	5%	6%
Cc1ccc2c(c1)N(C(=O)CCC(=O)NCc1cccs1)CC(C)O2 (stereo not given)	-2%	-7%	2%	3	/	6%	8%	-5%	6%
CCOC(=O)N1CCC(n2c(SCC(=O)c3ccccc3)nc3ccsc3c2=O)CC1	-5%	-4%	-10%	-5	-2%	-13%	32%	3%	-17%
COC(=O)c1cc(C)nc2c1c(C)nn2-c1ccccc1	-9%	2%	/	0	-7%	201%[activator]	/	-4%	-2%

In the list so far, these contain a CF3 group:
SMILES	POLH inh	RGS4 inh	Apoferritin bind	LDHA block	APEX1 inh	ALOX12 inh	POLB inh	ERG-DNA inh	POLK inh
Cc1ccc(-n2nc(C)c3c(C(=O)Nc4ccccc4C(F)(F)F)cc(C)nc32)cc1	-17%	13%	-5%	-16	/	1%	29%	10%	0%
CC(=O)c1cc(NC(=O)c2cccc(C(F)(F)F)c2)c(=O)oc1C	-6%	?	-19%	-5	13%	-19%	-13%	9%	-12%
